ERAP1 inh: human ERAP1 aminopeptidase inhibitors, primary screen, biochemical, single point, plate reader. Endoplasmic reticulum aminopeptidase 1 (Homo sapiens), Q9NZ08. recombinant ERAP1, Leu-AMC fluorescence, 60 min. inhibition, % at 10.7 µM. 340,000 tested, 0.15% active;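 active means mean replicate inhibition of at least 30%, or all replicates individually reaching that 30% level; inactive means mean below 30% and not every replicate reaching it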;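 further: 0% = neutral control wells and 100% = L-leucinethiol positive control wells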
GSIS activator: GLuc luminescence reporter in INS-1E cells, primary screen for activators of glucose-dependent secretion of insulin. INS-1E GLuc reporter insulin secretion, 2-3 h. activation, % at 16.6 µM. 370,000 tested, 0.61% active. AID 743287, 2014;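 active means lowest replicate activation of at least 40%, so every replicate reaches that level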;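 further: 0% = median of neutral control wells and 100% = median of IBMX positive control wells; some compounds called inactive have numbers as strong as hits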
ARNT-TACC3 inh: disruptors of ARNT/TACC3 protein interaction, primary screen, biochemical, AlphaScreen, single concentration; AlphaScreen His-ARNT PAS-B/GST-TACC3 binding, luminescence; TACC3 fragment carries E629A point mutation; inhibition, % at 9.99 µM; 390,000 tested, 0.66% active; AID 623870, 2012;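 active means mean inhibition of replicates at least 50% and at least half of replicates each reaching 50%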;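 further: 0% = complete ARNT plus TACC3 wells and 100% = ARNT alone without TACC3; many hits fall short of the cut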
Xi reactivation: activators of inactive X chromosome reactivation, primary screen, imaging, XiGFP fibroblasts, GFP high-content imaging, set 2; XiGFP mouse fibroblasts, % GFP-positive cells imaging, 3 d; cells co-treated with 5-aza-dC sensitizer; scaled so ellipticine positive control = 100%; activation, % at 7.58 µM; 360,000 tested, 0.055% active;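 active means mean normalized replicate activation at least 10% and every replicate at or above 10%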;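 further: 0% = median of on-plate neutral control wells and 100% = ellipticine 6 µM median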
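assay system = SV40-immortalized XiGFP fibroblast cells, line 68-5-11 | buffer or medium = DMEM plus 5-aza-dC sensitizer | doses = single-point pinned compound dosing | times = 3-day compound exposure, then 15 min fixation at room temperature | benchmarks = positive control ellipticine, 6 µM final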
CFTR F508del cor: F508del CFTR correction, initial screen, CFBE line, single point; CFBE cells, YFP halide quenching; stimulated with forskolin plus potentiator P3; % fluorescence drop versus neutral controls; activity (quench increase), % at 7.58 µM; 350,000 tested, 0.36% active; AID 720511, 2013;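 active means mean added fluorescence quench of at least 8% versus neutral control, with both replicates also reaching 8%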;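 further: cells transiently co-express mutant CFTR-F508del with the halide-sensitive YFP; corrector assay measuring rescue of mutant channel to the surface after 24 h compound exposure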
RAD54 inh: inhibitors of human RAD54 branch migration, primary screen, biochemical, fluorescence, single point. 360,000 tested, 0.14% active. AID 602329, 2012. DNA repair and recombination protein RAD54-like (Homo sapiens), Q92698. inhibition, % at 10.4 µM. RAD54 Holliday junction branch migration, FAM/BHQ fluorescence;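 active means mean normalized replicate activity at least 40 and at least half of replicates scoring 40 or more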;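 further: 0% = median of neutral control wells and 100% = median of positive control wells; inhibitors cause a drop in the FAM fluorescence signal; in these data hits start at about 50%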
esBAF inh: Bmi1 luciferase reporter increase in mESCs, primary screen, esBAF inhibitor project, mouse ES cells, Bmi1 luciferase knock-in, single point. 24 h; 100% = twice the neutral-well signal. reporter increase, % at 12.5 µM. 350,000 tested, 2% active. AID 602393, 2012; in the data active means activation above about 40%;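 further: 0% = median of the plate's neutral control wells and 100% = double that signal; a rise in the Bmi1 reporter signal indicates esBAF inhibition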
RAD52 inh: RAD52 DNA annealing inhibitors, primary screen, biochemical, FRET, single point, set 2; inhibition, % at 18.7 µM; 360,000 tested, 0.46% active; AID 651710, 2012; recombinant RAD52 DNA annealing, FRET fluorescence;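 active means every replicate showing at least 50% inhibition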
Target sequence (P43351 whole entry, looked up): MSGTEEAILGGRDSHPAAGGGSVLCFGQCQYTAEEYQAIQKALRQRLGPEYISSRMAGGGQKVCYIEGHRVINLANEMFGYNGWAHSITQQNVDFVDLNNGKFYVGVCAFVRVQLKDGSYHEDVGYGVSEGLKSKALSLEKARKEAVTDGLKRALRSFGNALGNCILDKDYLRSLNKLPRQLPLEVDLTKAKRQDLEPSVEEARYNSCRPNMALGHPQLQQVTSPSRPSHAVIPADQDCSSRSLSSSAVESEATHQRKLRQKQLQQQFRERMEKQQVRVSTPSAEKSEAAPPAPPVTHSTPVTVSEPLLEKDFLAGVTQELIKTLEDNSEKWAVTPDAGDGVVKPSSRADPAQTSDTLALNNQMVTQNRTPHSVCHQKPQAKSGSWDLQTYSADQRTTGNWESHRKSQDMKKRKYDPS
* hit, by the source's call; . = not tested or not shown.

1	C[C@@H]1CN([C@H](C)CO)C(=O)Cc2cc(NC(=O)Cn3cnnn3)ccc2O[C@H]1CN(C)Cc1ccc(-c2ccccc2)cc1
2	CNC(=S)N(Cc1cc2ccc(OC)cc2[nH]c1=O)CC1CCCO1 (stereo unspecified)
3	O=C(Cc1ccccn1)N1CC(=O)N2[C@H](CO)[C@@H](c3ccc(-c4ccc(F)cc4)cc3)[C@@H]2C1
4	CN1C(=O)c2cc(NC(=O)c3ccc(C(F)(F)F)cc3)ccc2OC[C@@H]2O[C@H](CC(=O)NCc3ccc4c(c3)OCO4)CC[C@@H]21
5	Cc1sc2ncn(CC(=O)N3CCC(C(N)=O)CC3)c(=O)c2c1S(=O)(=O)N1CC(C)CC(C)C1 (stereo unspecified)
6	C=C1C(=O)OCC2C(C(=O)O)=CC3C(C)C(C)=CC123 (stereo unspecified)
7	O=C(C[C@@H]1CC[C@@H]2[C@H](COC[C@H](O)CN2CC2CCOCC2)O1)N1CCOCC1
8	COc1ccc2c(c1)Cc1c-2cc(Br)c(N)c1Br

Compound | 1 | 2 | 3 | 4 | 5 | 6 | 7 | 8
ERAP1 inh | 1 | 7 | 1 | 0 | -6 | 1 | 1 | -2
GSIS activator | 10 | 0 | 2 | -9 | 10 | 5 | -6 | .
ARNT-TACC3 inh | 3 | 0 | . | 6 | -4 | . | . | .
Xi reactivation | 0.2 | 0.6 | 0.2 | 0.2 | 0.4 | 0.0 | 0.2 | 0.0
CFTR F508del cor | 0.7 | 0.0 | -3.9 | 4.8 | 3.0 | -1.0 | -0.7 | 3.6
RAD54 inh | 4 | . | . | 1 | 4 | -10 | 9 | 0
esBAF inh | -1 | . | . | -45 | -1 | -5 | 0 | .
RAD52 inh | -9 | -7 | -13 | -8 | -9 | -11 | 9 | -11

9	COCC#Cc1ccc2c(c1)O[C@@H](CN(C)Cc1cncnc1)[C@@H](C)CN([C@@H](C)CO)S2(=O)=O
10	O=C(C[C@H]1C[C@@H]2c3cc(NC(=O)Nc4ccc(C(F)(F)F)cc4)ccc3O[C@@H]2[C@H](CO)O1)NC1CCCCC1
11	O=C(CSc1ccccc1C(=O)O)c1ccc([N+](=O)[O-])cc1
12	O=C(C[C@H]1C[C@H]2c3cc(NC(=O)NC4CCCCC4)ccc3O[C@H]2[C@H](CO)O1)NCC(F)(F)F
13	COc1cccc(C(=O)NC(=S)Nc2ccccc2N2CCCCC2)c1
14	COc1ccc(Cl)cc1NC(=O)CCCn1c(=O)c2cccn2c2cccnc21
15	Cc1ccc(S(=O)(=O)Nc2ccc3c(c2)C(=O)N([C@H](C)CO)C[C@H](C)[C@@H](CN(C)Cc2ccc(Cl)c(Cl)c2)O3)cc1
16	CCc1ccc(N(CC(=O)NCc2ccc(OC)cc2)C(=O)CCC(=O)Nc2ccccn2)cc1

Compound | 9 | 10 | 11 | 12 | 13 | 14 | 15 | 16
ERAP1 inh | -3 | 2 | 0 | 0 | -9 | 1 | -3 | 2
GSIS activator | 11 | -3 | -3 | 12 | -7 | . | -17 | 9
ARNT-TACC3 inh | -8 | -5 | . | -3 | 3 | . | 1 | -1
Xi reactivation | -0.8 | 0.0 | 0.0 | 0.2 | 0.1 | 0.1 | -0.8 | 0.0
CFTR F508del cor | -2.3 | 2.2 | 0.2 | -1.3 | 0.2 | -1.2 | 6.6 | 0.8
RAD54 inh | -6 | 1 | . | -12 | -9 | 7 | 5 | 11
esBAF inh | 0 | 4 | . | 1 | 5 | 3 | -1 | 4
RAD52 inh | -8 | -12 | -25 | 0 | -16 | -2 | -1 | -17

17	O=C(CC1NCCNC1=O)Nc1ccc([N+](=O)[O-])cc1 (stereo unspecified)
18	CC(NC(=O)c1ccccc1Cl)C(=O)N1CCN(Cc2ccc3c(c2)OCO3)CC1 (stereo unspecified)
19	COc1ccccc1CN1C(=O)CN(C2CCCC2)C(=O)C1c1ccc(F)cc1 (stereo unspecified)
20	CC(C)NC(=O)N1CC2(C1)[C@@H](c1ccccc1)[C@@H](CO)N2C(=O)C1CCCC1
21	COc1ccc(C(=O)C2CCCN(C(=O)c3cc(C(C)C)no3)C2)cc1F (stereo unspecified)
22	CC1(C)OC(=O)C=C[C@]2(C)[C@H]3CC[C@@]4(C)[C@H](C(=O)O)OC(=O)[C@H]5O[C@]54[C@]3(C)C(=O)C[C@@H]12
23	COc1cccc(C(=O)Nc2ccc3c(c2)OC[C@@H](C)N(CCc2ccccc2)C[C@@H](C)[C@@H](OC)CN(C)C3=O)c1
24	COc1ccc(NC(=O)C2Cc3c(-c4cccc(NC(C)=O)c4)ccnc3O2)cc1OC (stereo unspecified)

Compound | 17 | 18 | 19 | 20 | 21 | 22 | 23 | 24
ERAP1 inh | -2 | 1 | 1 | 2 | 1 | . | 1 | -1
GSIS activator | -14 | 9 | -39 | 0 | 6 | 5 | -7 | -7
ARNT-TACC3 inh | . | -3 | 6 | . | . | -7 | 1 | .
Xi reactivation | 0.0 | -0.1 | . | 0.1 | 0.5 | -0.1 | 0.5 | 0.2
CFTR F508del cor | 0.9 | -0.8 | -0.4 | -0.7 | 4.4 | 0.3 | 3.4 | 2.7
RAD54 inh | . | -3 | 3 | . | . | 7 | -1 | 5
esBAF inh | . | 2 | -4 | . | . | -7 | -8 | -3
RAD52 inh | 1 | -16 | -5 | 1 | -2 | 0 | -11 | -1

25	COc1ccc2c(c1OC)C(=O)N(c1cccc(NC(C)=O)c1)C2
26	CC(C)NC(=O)N(C)C[C@@H]1OCCCC[C@@H](C)Oc2ccc(NC(=O)Nc3ccc4c(c3)OCO4)cc2C(=O)N([C@@H](C)CO)C[C@@H]1C
27	Cc1cc([N+](=O)[O-])c(C)cc1-c1ccc(/C=N/NC(=O)Cn2nnnc2N)o1
28	CCS(=O)(=O)N1[C@H](CO)[C@H](c2ccccc2)[C@H]1CN(C(C)=O)C1CCCC1
29	CC(C)CC#Cc1cnc2c(c1)C(=O)N([C@H](C)CO)C[C@H](C)[C@H](CN(C)C(=O)Nc1cccc(F)c1)O2
30	COc1cccc(OC)c1C(=O)NC(=S)Nc1cccc(NC(=O)c2ccco2)c1
31	C=CCNC(=O)CCNS(=O)(=O)c1ccc(Br)cc1
32	COc1ccccc1CN(Cc1cccnc1)S(=O)(=O)c1ccc(-n2cnnn2)c(OC)c1

Compound | 25 | 26 | 27 | 28 | 29 | 30 | 31 | 32
ERAP1 inh | 3 | -1 | 1 | 1 | -1 | 6 | . | 2
GSIS activator | 29 | -6 | -10 | -4 | -14 | -1 | 16 | 5
ARNT-TACC3 inh | 23 | . | -1 | . | 9 | -7 | -2 | 2
Xi reactivation | 0.0 | 0.3 | 0.5 | 0.0 | -0.3 | 0.0 | . | 0.1
CFTR F508del cor | -3.6 | -2.2 | -0.9 | 0.7 | -1.5 | -2.3 | . | -1.3
RAD54 inh | -7 | . | . | . | 0 | . | -12 | 1
esBAF inh | 23 | . | . | . | -15 | . | 7 | -7
RAD52 inh | 0 | 6 | -126 | -25 | 15 | -10 | . | -10

33	CO[C@@H]1CN(C)C(=O)c2cc(NS(=O)(=O)CC(F)(F)F)ccc2OC[C@@H](C)N(C)C[C@H]1C
34	CC(C)CCN1CCNC(=O)C1CC(=O)N(C)CCCN1CCOCC1 (stereo unspecified)
35	COc1ccccc1CNC(=O)C1CCN(S(=O)(=O)c2ccc3c(c2)CC(C)N3C(=O)C2CC2)CC1 (stereo unspecified)
36	CC(=O)N1CCN(Cc2nc3cc(NC(=O)COc4cccc(C)c4)ccc3n2C)CC1
37	O=C(C1CCC1)N1[C@@H](CO)[C@@H](c2ccccc2)C12CN(CCC(F)(F)F)C2
38	Cc1cc(N2CCN(CC(C)(C)O)C[C@H]2C)ccc1N1CCN(Cc2ccccc2)[C@@H](C)C1
39	COc1ccc(C=CC(=O)c2ccc(OCc3ccccc3)c(OC)c2)cc1OC
40	Cc1noc(C)c1NC(=O)N[C@H]1CC[C@@H](CCNC(=O)C2CCCC2)O[C@@H]1CO

Compound | 33 | 34 | 35 | 36 | 37 | 38 | 39 | 40
ERAP1 inh | 1 | 0 | 1 | -7 | 1 | -2 | -1 | 0
GSIS activator | 10 | 2 | -2 | -2 | -5 | . | . | -12
ARNT-TACC3 inh | 1 | -3 | 8 | 2 | . | . | . | -6
Xi reactivation | -0.1 | -0.1 | 0.0 | 0.1 | 0.1 | 0.2 | 0.0 | 0.2
CFTR F508del cor | . | -0.6 | -3.5 | -0.3 | -1.2 | 1.3 | -2.6 | -0.1
RAD54 inh | -5 | -4 | -5 | 7 | . | . | 2 | -4
esBAF inh | 0 | 3 | -1 | -7 | . | . | -3 | -3
RAD52 inh | 19 | -10 | -7 | 31 | -7 | -6 | -6 | 1

The closing 4 entries of the part above open the next one:
37	O=C(C1CCC1)N1[C@@H](CO)[C@@H](c2ccccc2)C12CN(CCC(F)(F)F)C2
38	Cc1cc(N2CCN(CC(C)(C)O)C[C@H]2C)ccc1N1CCN(Cc2ccccc2)[C@@H](C)C1
39	COc1ccc(C=CC(=O)c2ccc(OCc3ccccc3)c(OC)c2)cc1OC
40	Cc1noc(C)c1NC(=O)N[C@H]1CC[C@@H](CCNC(=O)C2CCCC2)O[C@@H]1CO
41	CCN1[C@@H]2Cn3c(ccc(-c4ccccc4OC)c3=O)[C@H]1[C@@H](C(=O)N1CCOCC1)[C@@H]2CO
42	Cc1ccc(S(=O)(=O)Nc2c(C)nc3nc(C)[nH]n3c2=O)cc1
43	O=C(Cc1ccccn1)N[C@H]1CC[C@@H](CCNS(=O)(=O)c2cccc(F)c2)O[C@H]1CO
44	CO[C@@H]1CN(C)C(=O)c2cc(NC(=O)Nc3cccc(F)c3)ccc2OC[C@@H](C)N(C(=O)Nc2c(C)noc2C)C[C@@H]1C
45	COc1ccc(N(C(=O)c2csnn2)C(C(=O)NC2CCCC2)c2cccs2)cc1 (stereo unspecified)
46	O=C(CNC(=O)CNC(=O)c1ccc(Cl)cc1Cl)NCc1cccc(Cl)c1
47	N#C[C@@H]1N[C@@H](CO)[C@H]1c1ccc(C#Cc2ccc(F)cc2)cc1

Compound | 37 | 38 | 39 | 40 | 41 | 42 | 43 | 44 | 45 | 46 | 47
ERAP1 inh | 1 | -2 | -1 | 0 | -1 | -3 | -1 | 2 | 2 | 2 | -3
GSIS activator | -5 | . | . | -12 | 5 | -14 | -8 | 1 | 9 | -3 | 7
ARNT-TACC3 inh | . | . | . | -6 | 13 | -5 | -9 | 2 | -4 | 1 | -36
Xi reactivation | 0.1 | 0.2 | 0.0 | 0.2 | 0.0 | 0.1 | 0.6 | 0.7 | 0.2 | 0.0 | 0.4
CFTR F508del cor | -1.2 | 1.3 | -2.6 | -0.1 | 0.7 | 2.0 | 1.1 | 2.1 | 1.5 | 0.9 | -1.6
RAD54 inh | . | . | 2 | -4 | 3 | -2 | 5 | -4 | -1 | -1 | -2
esBAF inh | . | . | -3 | -3 | 1 | 3 | 6 | 7 | 0 | -4 | 10
RAD52 inh | -7 | -6 | -6 | 1 | 7 | 1 | -2 | 3 | -18 | -19 | -18

Source: PubChem

An unsorted share of the library, and some 3.3% of all compounds hit somewhere here.
